Screening results: PubChem BioAssay, several laboratories
SRC2 TRFRET art = flags TR-FRET format artefacts in PPARgamma SRC-2 recruitment agonist screen. TR-FRET artefact counter-screen; stronger effect = higher value. TR-FRET ratio at 8 µM. 200,000 tested, 0.4% active; in the data active means TR-FRET ratio above about 2000; further: inactives centre near 1500
TNAP act hi DEA = increases human TNAP activity under high phosphate acceptor concentration | activation factor at 20 µM | P05186 | 200,000 tested, under 10 active | purified TNAP, CDP-star luminescence, 1 M DEA, 30 min; stronger effect = higher value; 0 = EDTA background, 1 = DMSO-only activity;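 active means activation factor at least 2 at 20 µM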
Target sequence (P05186 whole entry, looked up): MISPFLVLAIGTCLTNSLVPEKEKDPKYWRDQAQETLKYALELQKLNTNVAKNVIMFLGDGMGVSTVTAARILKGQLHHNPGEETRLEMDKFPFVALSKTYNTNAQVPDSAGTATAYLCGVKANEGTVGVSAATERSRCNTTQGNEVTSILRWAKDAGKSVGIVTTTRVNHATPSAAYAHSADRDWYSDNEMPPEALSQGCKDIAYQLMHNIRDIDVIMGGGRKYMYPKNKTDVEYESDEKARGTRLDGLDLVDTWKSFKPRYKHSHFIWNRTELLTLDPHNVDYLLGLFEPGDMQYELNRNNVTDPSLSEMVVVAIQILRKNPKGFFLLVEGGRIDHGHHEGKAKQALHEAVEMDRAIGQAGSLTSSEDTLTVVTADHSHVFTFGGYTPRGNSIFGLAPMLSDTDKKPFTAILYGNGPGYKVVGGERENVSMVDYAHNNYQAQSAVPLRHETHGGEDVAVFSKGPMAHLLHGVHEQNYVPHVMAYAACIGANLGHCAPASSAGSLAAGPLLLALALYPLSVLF
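Measured by: Luminescent substrate turnover signal | Test system: Human TNAP | Input: TNAP 1/800 final | Dosing: 20 µM single point | Schedule: 30 min, room temperature | Controls: EDTA wells as negative control, DMSO wells as positive control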
HMGR II inh = blocks class II HMG-CoA reductase of Enterococcus faecalis | purified E. faecalis HMGR, NADPH absorbance 340 nm kinetic | inhibition, % at 10 µM | 190,000 tested, 0.41% active | AID 1066;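 active means inhibition above a set limit, the median over all tested compounds plus 3 SD, cut at about 9.5% in these data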;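 further: enzyme runs in reverse so mevalonate oxidation gives rising NADPH absorbance; 0% = complete reaction with DMSO and 100% = background rate lacking mevalonate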
TNAP inh hi DEA = blocks human TNAP under high phosphate acceptor concentration | AID 1135 | 200,000 tested, 0.03% active | inhibition, % at 20 µM | P05186 | purified TNAP, CDP-star luminescence, 1 M DEA;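 active means over 50% inhibition of tissue-nonspecific alkaline phosphatase at 20 µM in the single-dose screen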;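 further: plate controls were DMSO wells for no effect and EDTA-quenched wells as full inhibition for full effect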
TNAP inh no acc = TNAP (human) inhibition, acceptor-free conditions. inhibition, % at 20 µM. 200,000 tested, 0.26% active. purified TNAP, CDP-star luminescence, 30 min;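 active means tissue-nonspecific alkaline phosphatase inhibition above about 50% at 20 µM in the single-dose screen, limit read from the data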;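 further: 0% = DMSO negative control and 100% = EDTA positive control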
bIAP activator = intestinal alkaline phosphatase (bovine) activation | AID 1016 | purified bovine IAP, CDP-star luminescence, 30 min; stronger effect = higher value; fold of DMSO-control signal, blank-subtracted | 200,000 tested, 0.17% active | activation factor at 20 µM;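 active means activation factor of 2 or more at 20 µM, a signal rise over negative controls twice the positive control's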
PPARg SRC2 recr = promotes SRC-2 coactivator recruitment by human PPARgamma | 200,000 tested, 0.34% active | P37231 | PPARgamma LBD-SRC-2 recruitment, biochemical | AID 1032 | activation, % at 8 µM; in the data active means activation above about 22%;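 further: 0% = vehicle and 100% = reference agonist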
Target sequence (P37231 whole entry, looked up, the tested form may be a part): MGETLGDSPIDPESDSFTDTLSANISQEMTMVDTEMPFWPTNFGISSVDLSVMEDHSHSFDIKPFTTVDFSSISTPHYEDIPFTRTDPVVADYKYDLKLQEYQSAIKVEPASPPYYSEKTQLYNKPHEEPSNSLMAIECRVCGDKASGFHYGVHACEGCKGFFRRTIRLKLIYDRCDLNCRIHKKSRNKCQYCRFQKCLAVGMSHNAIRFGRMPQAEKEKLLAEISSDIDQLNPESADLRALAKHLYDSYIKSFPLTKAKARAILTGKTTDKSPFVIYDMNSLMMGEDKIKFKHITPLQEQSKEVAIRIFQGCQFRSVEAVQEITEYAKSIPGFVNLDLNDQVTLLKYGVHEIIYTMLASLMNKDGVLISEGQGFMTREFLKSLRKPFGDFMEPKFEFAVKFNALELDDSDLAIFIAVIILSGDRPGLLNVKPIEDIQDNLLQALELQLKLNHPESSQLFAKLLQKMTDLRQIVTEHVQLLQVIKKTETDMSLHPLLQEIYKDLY
PPARg SRC3 recr = PPARgamma-driven SRC-3 recruitment agonism; P37231; 200,000 tested, 0.26% active; activation, % at 8 µM; biochemical PPARgamma/SRC-3 coactivator recruitment assay; in the data active means activation above about 23%;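 further: 0% = DMSO and 100% = reference agonist; some compounds past the cut are filed as inactive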
bIAP inh = blocks bovine intestinal alkaline phosphatase activity. purified bovine IAP, CDP-star luminescence, 30 min. inhibition, % at 20 µM. 190,000 tested, under 10 active. AID 1019;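 active means over 50% inhibition of intestinal alkaline phosphatase at 20 µM in the single-dose screen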
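System: purified bovine intestinal alkaline phosphatase (IAP) enzyme; Input: IAP diluted 1/65,000,000 in the well; Measured by: CDP-star luminescence signal; Compound dosing: 20 µM single dose; Incubation: 30 min reaction at room temperature.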
PPARg SRC1 recr = PPARgamma-driven SRC-1 recruitment agonism. P37231. PPARgamma-SRC-1 coactivator recruitment biochemical assay. activation, % at 8 µM. 200,000 tested, 0.41% active. AID 631; in the data active means activation above about 19%;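 further: 0% = DMSO and 100% = reference agonist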
The depositor's hits bear a star. The list is partial; count on the stated rates, not on these rows.

Key to letters: A = SRC2 TRFRET art; B = TNAP act hi DEA; C = HMGR II inh; D = TNAP inh hi DEA; E = TNAP inh no acc; F = bIAP activator; G = PPARg SRC2 recr; H = PPARg SRC3 recr; I = bIAP inh; J = PPARg SRC1 recr
> N[C@@H](Cc1c[nH]c2ccccc12)c1nnc(SCc2c(F)cccc2Cl)o1
  A: 1535; B: 1; C: 1; D: -2; E: -5; F: 1; G: 3; H: 5; I: -2; J: 2

> C=CCN1C(=O)C2(C(C(=O)OCC)=C(N)Oc3c2c(=O)oc2ccccc32)c2ccccc21 (stereo unspecified)
  A: 1475; B: 0.9; C: -6; D: 8; E: 8; F: 1.1; G: 12; H: 3; I: -12; J: 2

> O=C(COc1ccc(S(=O)(=O)N2CCCCC2)cc1)N1CCN(Cc2ccccc2)CC1
  A: 1435; B: 1; C: -1; D: 1; E: -7; F: 1.1; G: 7; H: 2; I: -12; J: -1

> Cc1ccc(Cl)cc1N1CCN(CCN)CC1
  A: 1527; B: 1; C: 3; D: 2; E: 5; F: 0.9; G: 4; H: 4; I: 13; J: 8

> O=C(NCC(c1cccnc1)N1CCN(c2ccc(F)cc2)CC1)Oc1ccccc1 (stereo unspecified)
  A: 1629; B: 1; C: -5; D: -1; E: 0; F: 0.9; G: 0; H: -11; I: 15; J: -3

> Cc1ccc(-c2nc3ccccc3c(=O)n2-c2ccccn2)cc1
  A: 1599; B: 1; C: -2; D: 3; E: -2; F: 0.8; G: 8; H: 5; I: 17; J: 0

> O=P(CCl)(Nc1ccccc1)C(Cl)(Cl)Cl (stereo unspecified)
  A: 1510; B: 1; C: -2; D: 0; E: -5; F: 1; G: -6; H: 1; I: 2; J: 5

> Cc1cc(NC(=O)CCl)on1
  A: 1422; B: 1; C: 0; D: -3; E: -12; F: 1.2; G: 7; H: -4; I: -18; J: 4

> Cc1ccc(OCC(=O)N2CCN(Cc3cccnc3)CC2)cc1
  A: 1658; B: 1; C: 0; D: -3; E: -7; F: 1.2; G: 3; H: -2; I: -17; J: 5

> C=C1N2CCC(CC2)C1(O)c1ccc(C)c(C)c1 (stereo unspecified)
  A: 1538; B: 1; C: -1; D: -4; E: -10; F: 1; G: 3; H: 7; I: 4; J: 2

Remaining list, next part:
Key to letters: A = SRC2 TRFRET art; B = TNAP act hi DEA; C = HMGR II inh; D = TNAP inh hi DEA; E = TNAP inh no acc; F = bIAP activator; G = PPARg SRC2 recr; H = PPARg SRC3 recr; I = bIAP inh; J = PPARg SRC1 recr
> CC(C)Oc1cccc(NC(=O)c2cccn(Cc3ccc4c(c3)OC(F)(F)O4)c2=O)c1
  A: 1490; B: 0.9; C: 14*; D: 6; E: -5; F: 0.9; G: -8; H: 2; I: 6; J: 5

> Cc1ccccc1CCNCc1ccc(Br)cc1
  A: 1528; B: 1; C: 2; D: -3; E: -8; F: 0.7; G: 7; H: -2; I: 29; J: 2

> C=C(C)c1cccc(C(C)(C)NC(=O)NC2CN3CCC2CC3)c1 (stereo unspecified)
  A: 1501; B: 1.1; C: 2; D: -9; E: -18; F: 1.2; G: 3; H: -2; I: -19; J: 3

> CCN(CC)CCCN=Cc1c(O)n(Cc2ccc(F)cc2)c(=O)[nH]c1=O
  A: 1682; B: 1.1; C: 0; D: -7; E: -12; F: 1; G: 2; H: 18; I: 5; J: 15

> COc1ccccc1C1=NCc2nnc(C)n2-c2ccc(Cl)cc21
  A: 1469; B: 1; C: -1; D: -3; E: -11; F: 1; G: 1; H: -3; I: 4; J: -6

> CN1C(=O)C(=Cc2ccc(N3CCCCC3)o2)C(=O)N(C)C1=S
  A: 1474; B: 0.6; C: 1; D: 36; E: 36; F: 0.6; G: 1; H: 2; I: 36; J: 0

> COc1ccc(C(=O)C2CCCN(Cc3cnc(C)s3)C2)cc1OC (stereo unspecified)
  A: 1598; B: 1.1; C: 0; D: -6; E: -10; F: 1.1; G: 5; H: 1; I: -6; J: 6

> Clc1cnc(Oc2ccc(Oc3ncc(Cl)cc3Cl)cc2)c(Cl)c1
  A: 1661; B: 1; C: -1; D: 2; E: -12; F: 0.7; G: 8; H: 6; I: 35; J: 3

> Nc1c2c(nc3sc4c(c13)CCCC4)CCCCC2
  A: 1591; B: 1.1; C: 1; D: -6; E: -25; F: 0.8; G: -1; H: -5; I: 23; J: 1

> O=c1c2ccccc2nc(-c2cccs2)n1-c1cnccn1
  A: 1313; B: 1; C: -5; D: -5; E: -12; F: 0.8; G: -6; H: 6; I: 21; J: 6

More compounds follow:
Key to letters: A = SRC2 TRFRET art; B = TNAP act hi DEA; C = HMGR II inh; D = TNAP inh hi DEA; E = TNAP inh no acc; F = bIAP activator; G = PPARg SRC2 recr; H = PPARg SRC3 recr; I = bIAP inh; J = PPARg SRC1 recr
> CN1C(=O)N(C)C(=O)C2(Cc3cc([N+](=O)[O-])ccc3N(C)C2)C1=O
  A: 1552; B: 0.9; C: 0; D: 14; E: 8; F: 1; G: 7; H: 2; I: 4; J: 2

> CCOC(=O)C(O)(c1ccc(N(CC)S(=O)(=O)c2ccccc2)cc1)C(F)(F)F (stereo unspecified)
  A: 1581; B: 1.1; C: 0; D: -6; E: -13; F: 0.9; G: -2; H: 13; I: 8; J: 4

> CCC1=C(C)C(N2CCOCC2)=NP(N2CCOCC2)(N2CCOCC2)=N1
  A: 1500; B: 1.1; C: -1; D: -5; E: -9; F: 1; G: -4; H: -13; I: -1; J: 1

> O=C(CCCC1=NS(=O)(=O)c2ccccc2N1)N1CCC2(CC1)OCCO2
  A: 1524; B: 1; C: -1; D: -4; E: -16; F: 1; G: -1; H: -9; I: -4; J: -3

> COc1ccc(C(=O)C2CCCN(C3CSCCSC3)C2)c(C)c1 (stereo unspecified)
  A: 1439; B: 1.1; C: -13; D: -5; E: -10; F: 1; G: 5; H: -1; I: 2; J: 1

> COc1ccc(-c2nc3ccccc3n2OC(=O)N(C)C)cc1
  A: 1580; B: 1.1; C: -1; D: -7; E: -3; F: 0.9; G: 15; H: 0; I: 7; J: -4

> CCCCn1c(O)c(C(CC)=Nc2cccc(C(=O)O)c2)c(=O)[nH]c1=O
  A: 1692; B: 1; C: -1; D: -1; E: -10; F: 1; G: 9; H: 9; I: -2; J: 6

> O=C(O)CCn1cc(C=C2C(=O)NC(=S)NC2=O)c(-c2cccc(Br)c2)n1
  A: 1594; B: 1; C: 2; D: 0; E: 5; F: 0.9; G: 9; H: 7; I: 13; J: 9

> CCn1c(P(C)(=O)O)nc2cc(NC(=O)c3ccccc3F)ccc21
  A: 1531; B: 1; C: -5; D: -2; E: 0; F: 1.1; G: 11; H: 3; I: -6; J: -1

> COCCCNC(=O)c1c(NC(=O)c2ccccc2Cl)n(Cc2ccccc2)c2nc3ccccc3nc12
  A: 1638; B: 1; C: 1; D: -1; E: -15; F: 1; G: 2; H: 20; I: 1; J: 11

Later entries.
Key to letters: A = SRC2 TRFRET art; B = TNAP act hi DEA; C = HMGR II inh; D = TNAP inh hi DEA; E = TNAP inh no acc; F = bIAP activator; G = PPARg SRC2 recr; H = PPARg SRC3 recr; I = bIAP inh; J = PPARg SRC1 recr
> C=CC[N+]1(C)C2CCC1CC(O)C2 (stereo unspecified)
  A: 1569; B: 1; C: -5; D: 0; E: -13; F: 1; G: -6; H: -1; I: 0; J: 9

> Cc1cc(C=C2C(=O)NC(=S)NC2=O)c(C)n1C1CCCC1
  A: 1549; B: 0.9; C: -5; D: 10; E: 23; F: 0.9; G: 0; H: 8; I: 7; J: 11

> O=c1[nH]c(=O)n(-c2cccc(Cl)c2)c(O)c1C=NCCCN1CCOCC1
  A: 1540; B: 1; C: -4; D: 0; E: -3; F: 1; G: -4; H: -2; I: 0; J: 8

> COc1ccc(CC2c3cc(OC)c(OC)cc3CCN2C)cc1OC (stereo unspecified)
  A: 1653; B: 1; C: 0; D: -4; E: -8; F: 1; G: 1; H: 8; I: 0; J: 0

> COC(=O)c1c(C)n(Cc2ccccc2)c2ccc(O)cc12
  A: 1589; B: 1; C: -3; D: -1; E: -3; F: 1; G: 2; H: 2; I: -4; J: 9

> CC1CCN(C(=O)CCl)CC1
  A: 1531; B: 1; C: -3; D: 2; E: -2; F: 1; G: 8; H: 1; I: -2; J: 4

> Cc1nc2c(c(C)nn2-c2ccccc2)c(C)c1CCC(=O)N1CCC2(CC1)OCCO2
  A: 1679; B: 1; C: 0; D: -3; E: -9; F: 1; G: 6; H: 1; I: -4; J: 7

> CC(CN1CCOCC1)OC(=O)Cc1ccccc1 (stereo unspecified)
  A: 1595; B: 1; C: -2; D: -5; E: -6; F: 1.1; G: -4; H: -3; I: -10; J: 2

> O=C(Cc1cc(=O)[nH]c(=O)[nH]1)N1CCN(CCO)CC1
  A: 1423; B: 1.1; C: 0; D: -7; E: -12; F: 0.9; G: 3; H: 3; I: 12; J: 3

> COc1ccc(CCn2c(O)c(/C=N/N3CCCCC3)c(=O)[nH]c2=O)cc1OC
  A: 1604; B: 1; C: -10; D: -1; E: -15; F: 0.7; G: 11; H: -3; I: 35; J: 9

(more compounds)
Key to letters: A = SRC2 TRFRET art; B = TNAP act hi DEA; C = HMGR II inh; D = TNAP inh hi DEA; E = TNAP inh no acc; F = bIAP activator; G = PPARg SRC2 recr; H = PPARg SRC3 recr; I = bIAP inh; J = PPARg SRC1 recr
> Cc1ccc(-n2c(O)c(/C=N/N3CCOCC3)c(=O)[nH]c2=S)cc1
  A: 1469; B: 1.1; C: -1; D: -5; E: -12; F: 1; G: -3; H: 0; I: -2; J: 3

> O=[N+]([O-])c1ccc(N2CCNCC2)cc1N1CCCCC1
  A: 1752; B: 0.9; C: -5; D: 10; E: 12; F: 0.7; G: 3; H: 2; I: 30; J: 9

> CC1CC(C)CN(CC(=O)c2ccc(OC(F)F)cc2)C1 (stereo unspecified)
  A: 1627; B: 1; C: -8; D: 4; E: -8; F: 1.4; G: 9; H: 2; I: -38; J: 10

> CC(C(=O)c1cn(C)c2ccccc12)c1ccccc1 (stereo unspecified)
  A: 1564; B: 1; C: 2; D: -1; E: -5; F: 0.9; G: 4; H: -8; I: 12; J: 7

Compounds from the list above with a carbonyl joined to an NH by a bond outside any ring:
Key to letters: A = SRC2 TRFRET art; B = TNAP act hi DEA; C = HMGR II inh; D = TNAP inh hi DEA; E = TNAP inh no acc; F = bIAP activator; G = PPARg SRC2 recr; H = PPARg SRC3 recr; I = bIAP inh; J = PPARg SRC1 recr
> O=C(NCC(c1cccnc1)N1CCN(c2ccc(F)cc2)CC1)Oc1ccccc1 (stereo unspecified)
  A: 1629; B: 1; C: -5; D: -1; E: 0; F: 0.9; G: 0; H: -11; I: 15; J: -3

> Cc1cc(NC(=O)CCl)on1
  A: 1422; B: 1; C: 0; D: -3; E: -12; F: 1.2; G: 7; H: -4; I: -18; J: 4

> CC(C)Oc1cccc(NC(=O)c2cccn(Cc3ccc4c(c3)OC(F)(F)O4)c2=O)c1
  A: 1490; B: 0.9; C: 14*; D: 6; E: -5; F: 0.9; G: -8; H: 2; I: 6; J: 5

> C=C(C)c1cccc(C(C)(C)NC(=O)NC2CN3CCC2CC3)c1 (stereo unspecified)
  A: 1501; B: 1.1; C: 2; D: -9; E: -18; F: 1.2; G: 3; H: -2; I: -19; J: 3

> CCn1c(P(C)(=O)O)nc2cc(NC(=O)c3ccccc3F)ccc21
  A: 1531; B: 1; C: -5; D: -2; E: 0; F: 1.1; G: 11; H: 3; I: -6; J: -1

> COCCCNC(=O)c1c(NC(=O)c2ccccc2Cl)n(Cc2ccccc2)c2nc3ccccc3nc12
  A: 1638; B: 1; C: 1; D: -1; E: -15; F: 1; G: 2; H: 20; I: 1; J: 11
